bIAP act = bovine intestinal alkaline phosphatase activators, primary screen, biochemical, bovine IAP, CDP-star luminescence. alkaline phosphatase, intestinal [Bos taurus]. purified bovine IAP, 30 min; stronger effect = higher value; fold of DMSO-control signal, blank-subtracted. activation factor at 20 µM. hit rate 0.17% among 200,000. AID 1016, 2008;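 active means activation factor of 2 or more at 20 µM, a signal rise over negative controls twice the positive control's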
bIAP inh = bovine intestinal alkaline phosphatase inhibitors, primary screen, selectivity assay for TNAP inhibitor project, biochemical, bovine IAP, CDP-star luminescence. alkaline phosphatase, intestinal [Bos taurus]. purified bovine IAP, 30 min. inhibition, % at 20 µM. 190,000 tested, under 10 active;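 active means over 50% inhibition of intestinal alkaline phosphatase at 20 µM in the single-dose screen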
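Assay system: bovine IAP enzyme; medium: DEA buffer 100 mM, pH 9.8, with MgCl2 1.0 mM, ZnCl2 0.02 mM; doses: 20 µM single dose; incubation: enzyme reaction for 30 min at room temperature; detection: CDP-star luminescence signal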
Diaphorase act = compounds boosting diaphorase resazurin reduction – biochemical, uHTS, resorufin fluorescence, counter-screen for diaphorase-coupled primary assays, primary screen; Diaphorase/resazurin coupled assay, 16 min; stronger effect = higher value; 1 = vehicle wells, 0 = NADH-free wells; activation factor at 20 µM; hit rate 0.005% among 190,000;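 active means diaphorase activity raised at least twofold by the compound at 20 µM; inactive means activation factor below 2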
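test system = bacterial diaphorase enzyme (C. kluyveri) | quantity = enzyme 0.07 U/mL final | reagent = NADH substrate 0.114 mM plus resazurin dye 0.1 mM, final | incubation = 16 min enzyme reaction, ambient temperature | buffer or medium = HEPES pH 7.4 buffer with MgCl2 and Tween 20 | signal = fluorescence of resorufin, 544 nm excitation, 590 nm emission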
Diaph inh CS = diaphorase inhibitors and chemical oxidizers, primary screen, counter-screen for diaphorase-coupled primary assays, biochemical, uHTS, resorufin fluorescence. diaphorase resazurin-to-resorufin fluorescence, NADH, 16 min; bacterial (C. kluyveri) enzyme, not human. inhibition, % at 20 µM. AID 1217, 2008. hit rate 0.69% among 190,000;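 active means primary screen inhibition at 20 µM above a set limit, cut at about 50% in these data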;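 further: plate controls were DMSO with full reaction for no effect and wells lacking NADH for full effect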
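Assay system: diaphorase enzyme from Clostridium kluyveri. Quantity: enzyme working solution with 0.14 U/mL diaphorase. Schedule: reaction incubation of 16 min at room temperature. Technique: resorufin fluorescence, excitation 544 nm, emission 590 nm. Controls: No-NADH positive control and DMSO neutral control.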
PMI activator = activators of human PMI, primary screen, biochemical, fluorescence intensity, near-Km mannose 6-phosphate. purified human PMI, coupled resazurin fluorescence, 20 min; stronger effect = higher value; 1 = vehicle control, 0 substrate-free wells. hit rate 0.005% among 190,000. Mannose-6-phosphate isomerase (Homo sapiens), P34949. AID 1214, 2008. activation factor at 20 µM;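 active means activation factor of 2 or more at 20 µM, relative to plate controls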
Target sequence (P34949 whole entry, looked up): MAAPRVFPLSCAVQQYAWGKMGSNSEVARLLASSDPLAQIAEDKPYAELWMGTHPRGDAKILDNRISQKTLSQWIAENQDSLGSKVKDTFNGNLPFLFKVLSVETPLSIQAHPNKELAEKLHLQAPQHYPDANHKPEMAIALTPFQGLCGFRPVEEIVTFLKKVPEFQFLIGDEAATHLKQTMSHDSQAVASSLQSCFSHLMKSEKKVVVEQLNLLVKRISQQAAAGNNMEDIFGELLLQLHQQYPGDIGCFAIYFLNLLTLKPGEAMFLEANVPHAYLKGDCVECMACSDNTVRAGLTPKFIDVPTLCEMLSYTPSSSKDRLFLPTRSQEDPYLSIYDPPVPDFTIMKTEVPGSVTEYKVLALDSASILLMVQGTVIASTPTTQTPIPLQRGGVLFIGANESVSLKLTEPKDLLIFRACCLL
TNAP inh hi DEA = human TNAP enzyme inhibitors, primary screen, biochemical, luminescent, high phosphate acceptor level, uHTS; purified TNAP, CDP-star luminescence, 1 M DEA; inhibition, % at 20 µM; hit rate 0.03% among 200,000;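 active means over 50% inhibition of tissue-nonspecific alkaline phosphatase at 20 µM in the single-dose screen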;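 further: plate controls were DMSO wells for no effect and EDTA-quenched wells as full inhibition for full effect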
Target sequence (P05186 whole entry, looked up): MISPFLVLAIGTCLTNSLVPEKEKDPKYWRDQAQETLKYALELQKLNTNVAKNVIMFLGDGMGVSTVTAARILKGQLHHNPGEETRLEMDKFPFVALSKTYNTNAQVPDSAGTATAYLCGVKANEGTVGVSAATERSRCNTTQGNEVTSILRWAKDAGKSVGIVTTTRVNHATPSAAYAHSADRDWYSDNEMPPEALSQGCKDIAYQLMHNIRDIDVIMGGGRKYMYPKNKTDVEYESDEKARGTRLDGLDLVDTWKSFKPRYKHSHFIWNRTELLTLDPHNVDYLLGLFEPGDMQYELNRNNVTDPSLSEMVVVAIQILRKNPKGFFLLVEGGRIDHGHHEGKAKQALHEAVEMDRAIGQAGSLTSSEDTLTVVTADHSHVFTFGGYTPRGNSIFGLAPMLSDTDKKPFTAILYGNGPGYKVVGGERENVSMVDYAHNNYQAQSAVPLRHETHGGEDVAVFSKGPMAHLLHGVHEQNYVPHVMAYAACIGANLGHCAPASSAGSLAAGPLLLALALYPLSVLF
TNAP inh noacc = human TNAP enzyme inhibitors, primary screen, biochemical, luminescent, no phosphate acceptor, uHTS; hit rate 0.26% among 200,000; AID 1012, 2008; Alkaline phosphatase, tissue-nonspecific isozyme (Homo sapiens), P05186; inhibition, % at 20 µM; purified TNAP, CDP-star luminescence, 30 min;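 active means tissue-nonspecific alkaline phosphatase inhibition above about 50% at 20 µM in the single-dose screen, limit read from the data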;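 further: 0% = DMSO negative control and 100% = EDTA positive control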
TNAP act hiacc = TNAP activators at high phosphate acceptor level, primary screen, biochemical, luminescence, uHTS; Alkaline phosphatase, tissue-nonspecific isozyme (Homo sapiens), P05186; purified TNAP, CDP-star luminescence, 1 M DEA, 30 min; stronger effect = higher value; 0 = EDTA background, 1 = DMSO-only activity; activation factor at 20 µM; 200,000 tested, under 10 active; AID 1136, 2008;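 active means activation factor at least 2 at 20 µM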
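Assay system: human TNAP; Input: enzyme diluted 1/800 final; Reagent: CDP-star luminogenic substrate at 100 µM final; Timing: 30 min, room temperature; Signal: luminescence; Evaluation: TNAP activation factor scaled between EDTA and DMSO control wells.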
PMI act hi M6P = human PMI activators, high substrate, primary screen, biochemical, fluorescence intensity, near-saturating mannose 6-phosphate | Mannose-6-phosphate isomerase (Homo sapiens), P34949 | coupled PMI enzyme assay, resazurin fluorescence, 20 min; stronger effect = higher value; 1 = untreated enzyme, 0 = substrate-free blank | activation factor at 20 µM | hit rate 0.34% among 190,000 | AID 1216, 2008;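 active means activation factor of 2 or more at 20 µM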
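Test system: Human PMI in coupled enzyme assay | Input: 15 ng/mL PMI | Medium: HEPES-buffered pH 7.4 with magnesium and detergent | Compound: One concentration, 20 µM, in 1% DMSO | Incubation: Enzyme reaction with compound 20 min at room temperature | Detection: Diaphorase-driven resazurin-to-resorufin fluorescence, excitation 544, emission 590 nm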
L major viab = Leishmania major promastigote growth inhibition, primary screen. Leishmania major promastigotes, resazurin fluorescence viability. inhibition, % at 10 µM. hit rate 9% among 200,000; in the data active means inhibition above about 50%;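 further: promastigotes grown with compound for 44 hours at 28 °C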
* = called active by the depositor.

SMILES | bIAP act | bIAP inh | Diaphorase act | Diaph inh CS | PMI activator | TNAP inh hi DEA | TNAP inh noacc | TNAP act hiacc | PMI act hi M6P | L major viab
O=C(Nc1ccc(F)cc1)c1ccc(-n2cncn2)c([N+](=O)[O-])c1 | 1 | 4 | 1 | 2 | 1 | -5 | -16 | 1 | 1 | -1
Cc1[nH]c(=O)[nH]c(=O)c1/C=N/NC(=O)[C@H](CC(C)C)NC(=O)OC(C)(C)C | 1.3 | -31 | 1 | 5 | 0.9 | 6 | -45 | 0.9 | 0.9 | -5
Cc1cc(NC(=O)CCc2ccc(C)o2)no1 | 1 | 1 | 0.9 | 6 | 1 | 0 | -7 | 1 | 1 | -2
CC(C)[C@H](NC(=O)c1cccc(S(=O)(=O)N2CCOCC2)c1)C(=O)Nc1nc2ccccc2s1 | 1.4 | -39 | 0.8 | 23 | 0.8 | -3 | -16 | 1 | 0.9 | 47
CN(C)CCCn1c(SCCN2C(=O)c3ccccc3C2=O)nc2ccccc2c1=O | 1 | -2 | 1 | -4 | 1 | -2 | -8 | 1 | 1 | -2
Cc1cc(C)cc(NS(=O)(=O)c2ccc3c(c2)c(=O)n(C)c(=O)n3C)c1 | 1 | 4 | 0.8 | 16 | 0.9 | -4 | -14 | 1 | 1 | 97*
COC(=O)c1ccc(N2C(=O)c3ccc(OC)c(OC)c3C2=O)cc1 | 0.9 | 11 | 0.8 | 16 | 0.9 | 0 | -6 | 1 | 0.9 | -5
CN1C(=S)SC(N(O)C=C2C=CC(=O)C=C2)C1(C)C (configuration not stated) | 0.9 | 14 | 0.8 | 20 | 1 | -6 | -12 | 1.1 | 1 | -3
O=C(COc1ccc(C(=O)c2ccccc2)cc1)NC1CCCCCC1 | 1 | 4 | 0.8 | 17 | 1 | -5 | -4 | 1 | 1 | 62*
O=C(Cn1nnc(-c2ccccc2NC(=O)c2cccs2)n1)Nc1ccccc1 | 0.9 | 10 | 0.8 | 25 | 1 | -7 | -15 | 1.1 | 0.9 | -1
CC(=O)Nc1cccc(C(=O)/C=C/c2ccc(F)cc2)c1 | 1 | -2 | 0.9 | 8 | 1 | -2 | -11 | 1 | 1 | 100*
Cc1nc2ccccc2cc1C(=O)O | 1 | 4 | 0.9 | 6 | 1 | 4 | -1 | 1 | 1.1 | -5
Cc1c(CN2CCC(CO)(CCOc3ccccc3)CC2)[nH]c2c(Cl)cccc12 | 1.1 | -7 | 1 | -2 | 1 | -2 | 0 | 1 | 0.8 | 100*
Cc1nnc(SCC(=O)Nc2ccc3c4c(cccc24)CC3)n1C | 0.9 | 8 | 0.9 | 13 | 0.9 | -7 | -14 | 1.1 | 0.9 | 2
Cc1[nH]c2ccccc2c1C(=O)Cn1c(=O)oc2ccccc21 | 0.9 | 10 | 0.8 | 22 | 0.9 | -5 | -6 | 1 | 0.9 | -15
CCc1noc(C)c1C(=O)N1CCCC(CCC(=O)NCc2ccc(F)c(F)c2)C1 (configuration not stated) | 1 | -3 | 0.6 | 41 | 1 | -8 | -8 | 1.1 | 1 | 6
COc1cc(CNC2CCCCCC2)cc(OC)c1O | 0.9 | 6 | 0.9 | 6 | 0.9 | -6 | -8 | 1.1 | 0.6 | -2
O=C(CCc1ccccc1)NNC(=O)c1ccc(NC(=O)c2ccccc2)cc1 | 0.7 | 26 | 1 | 0 | 1.1 | 1 | -5 | 1 | 1.1 | 50
O=P(COc1ccccc1)(c1ccccc1)c1ccccc1 | 0.9 | 11 | 0.9 | 10 | 1 | 3 | -6 | 1 | 1 | -3
COc1cccc(NC(=O)CSc2nc3ccccc3c(=O)n2CCCC(=O)NCCCN2CCOCC2)c1 | 0.9 | 9 | 0.9 | 12 | 1 | -5 | -17 | 1.1 | 1 | 0
Cc1cc(=O)oc(C)c1C(=O)N1CCCCC1 | 1 | 5 | 1 | -1 | 0.9 | -2 | -9 | 1 | 1 | -4
CC(=O)c1ccc(OCc2cc(=O)n3ccsc3n2)cc1 | 1.1 | -6 | 1.1 | -6 | 1.1 | -2 | -12 | 1 | 1.1 | -2
CCN(CC)CCNC(=S)Nc1ccc(Cl)cc1 | 1.1 | -9 | 0.9 | 10 | 0.8 | 4 | 11 | 1 | 0.9 | -6
COC(=O)CSc1nc(N)c2c3c(sc2n1)C(c1ccccc1)SC(c1ccccc1)C3 (configuration not stated) | 0.9 | 7 | 0.5 | 47 | 1.3 | 6 | -18 | 0.9 | 1.6 | 85*
O=C(CCN1C(=O)/C(=C/C=C/c2ccccc2)SC1=S)Nc1cccnc1 | 0.8 | 19 | 0.9 | 13 | 1 | 6 | 5 | 0.9 | 1 | 28

An excerpt from above, reduced to PMI act hi M6P.
| SMILES | PMI act hi M6P |
| --- | --- |
| COC(=O)c1ccc(N2C(=O)c3ccc(OC)c(OC)c3C2=O)cc1 | 0.9 |
| CN1C(=S)SC(N(O)C=C2C=CC(=O)C=C2)C1(C)C (configuration not stated) | 1 |
| O=C(COc1ccc(C(=O)c2ccccc2)cc1)NC1CCCCCC1 | 1 |

The list continues:
SMILES | bIAP act | bIAP inh | Diaphorase act | Diaph inh CS | PMI activator | TNAP inh hi DEA | TNAP inh noacc | TNAP act hiacc | PMI act hi M6P | L major viab
Cc1cccc(NC(=O)CSc2nnc([C@@H]3CCCN3C(=O)OC(C)(C)C)o2)c1C | 1.1 | -8 | 0.9 | 9 | 1.1 | -7 | -26 | 1.1 | 1.1 | 11
CN(C(=O)CCc1nnc(CCCCc2ccccc2)o1)C1CC(C)(C)NC(C)(C)C1 | 1.1 | -5 | 0.8 | 17 | 1 | -6 | -13 | 1.1 | 1 | -2
COc1cc(CN2CC(=O)N(c3ccc(C)c(C)c3)C2=S)cc(OC)c1OC | 0.8 | 21 | 0.9 | 9 | 0.9 | 2 | -16 | 1 | 0.9 | 94*
Cc1ccc(OCC(=O)Nc2cc(S(=O)(=O)N3CCCCC3)ccc2C)c([N+](=O)[O-])n1 | 1.2 | -23 | 0.8 | 24 | 0.9 | -2 | 1 | 1 | 0.9 | 9
CC(C)C(=O)N1c2ccccc2NC2=C(C(=O)CCC2)C1c1ccc(N(C)C)cc1 (configuration not stated) | 1.1 | -11 | 0.7 | 27 | 0.6 | -6 | -15 | 1.1 | 0.4 | 6
O=C(OCc1ccccc1)c1cn(-c2ccccc2)nc1-c1ccncc1 | 0.9 | 8 | 0.9 | 10 | 0.9 | 2 | -4 | 1 | 0.9 | 69*
CC(=O)Nc1nc2ccc(NC(=O)c3ccco3)cc2s1 | 0.9 | 6 | 0.9 | 8 | 0.9 | -2 | -9 | 1 | 1 | -1
CCOC(=O)C(C(=O)OCC)C(CC(=O)C1CC1)c1ccccc1 (configuration not stated) | 1 | 1 | 0.9 | 8 | 1 | -3 | -12 | 1 | 1 | 2
Cc1ccc(C(=O)OCC(=O)Nc2ccc3c(c2)OCO3)cc1S(=O)(=O)N1CCOCC1 | 1 | -1 | 0.8 | 15 | 0.9 | -4 | -12 | 1 | 0.9 | -3
CC1CC(C)CN(S(=O)(=O)c2ccc(Oc3ccc([N+](=O)[O-])cc3)cc2)C1 (configuration not stated) | 1.2 | -15 | 0.9 | 14 | 0.8 | -1 | -2 | 1 | 0.9 | 50
N#Cc1c(SCC(N)=O)nc2c(c1-c1ccc(O)cc1)CCCC2 | 1 | 1 | 1 | 0 | 0.9 | -5 | 0 | 1.1 | 1 | 7
c1ccc(Nc2nc(-c3ccccn3)cs2)cc1 | 1.2 | -23 | 0.9 | 6 | 0.8 | 2 | -13 | 1 | 0.8 | 101*
COCCNC(=S)N1CCc2cc(OC)c(OC)cc2C1COc1ccc(F)cc1 (configuration not stated) | 1.1 | -11 | 1 | -2 | 1 | -2 | -12 | 1 | 1 | 8
CCOc1cc(C2C(C(=O)c3ccco3)=C(O)C(=O)N2CCc2ccccc2)ccc1O (configuration not stated) | 0.9 | 8 | 0.8 | 21 | 0.9 | -5 | -6 | 1 | 0.9 | -5
CCCCn1c(=O)[nH]c(=O)c2c1nc(-c1ccc(CC)c([N+](=O)[O-])c1)n2C | 1.1 | -10 | 1 | 4 | 1.1 | -6 | -6 | 1.1 | 1.1 | 84*
CC(C)c1ccc(S(=O)(=O)/N=C2/C=CC(=O)c3ccccc32)cc1 | 0.8 | 17 | 0.7 | 31 | 0.7 | 2 | 8 | 1 | 0.6 | 74*
CCN1CCN(c2oc(COc3ccc(-c4ccccc4)cc3)nc2C#N)CC1 | 1.1 | -10 | 1 | 5 | 1 | -12 | -3 | 1.1 | 1 | 0
Cc1ccc(CNC(=O)C2CC(c3cccc([N+](=O)[O-])c3)=NO2)cc1 (configuration not stated) | 0.8 | 18 | 0.9 | 5 | 1.1 | 3 | 11 | 1 | 1.1 | -1
S=C(Nc1ccccc1Cl)N(CCCN1CCOCC1)Cc1ccco1 | 0.6 | 39 | 1 | 0 | 1 | 0 | 13 | 1 | 0.9 | 85*
CCCS(=O)(=O)N1CCCC(C(=O)NC2CCCCC2)C1 (configuration not stated) | 1 | 1 | 1 | -1 | 1 | 4 | -2 | 1 | 1.1 | -5
N#Cc1ccccc1NC(=O)c1cc(=O)c2ccccc2o1 | 0.9 | 7 | 1 | -2 | 1.1 | 0 | -10 | 1 | 1.1 | -1
COCCn1c(=S)[nH]c2cc(C(=O)NCCCN3CCOCC3)ccc2c1=O | 1 | 4 | 1.1 | -10 | 1 | -4 | -6 | 1 | 1 | 9

From PubChem
